# Screens from PubChem.
# D3 antag: D3 dopamine receptor (human) antagonism; P35462; D3R cells, DiscoveRx beta-arrestin luminescence, antagonist mode; hits give low values; max response, negative = inhibition, %; 360,000 compounds, 2.5% hits; in the data active = max response below about -50%; inconclusive = no clear call, values can overlap the other calls; also: % is scaled to controls: 0 for no effect and ±100 for the full control effect; mostly tested at two doses, the higher about 12 µM
# Target sequence (P35462 whole entry, looked up): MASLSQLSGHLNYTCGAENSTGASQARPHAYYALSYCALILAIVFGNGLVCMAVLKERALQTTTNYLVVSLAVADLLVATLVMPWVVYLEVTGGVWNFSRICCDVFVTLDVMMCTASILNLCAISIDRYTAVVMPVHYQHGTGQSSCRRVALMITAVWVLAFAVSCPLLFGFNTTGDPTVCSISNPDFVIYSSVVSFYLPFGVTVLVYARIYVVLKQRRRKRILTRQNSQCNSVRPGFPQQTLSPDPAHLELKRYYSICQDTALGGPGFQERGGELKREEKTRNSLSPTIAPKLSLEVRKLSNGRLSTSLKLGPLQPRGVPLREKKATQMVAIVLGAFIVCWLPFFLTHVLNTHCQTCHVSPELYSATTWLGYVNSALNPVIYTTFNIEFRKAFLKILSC
#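 Cells expressing the human receptor were seeded at 1500 cells/well, incubated overnight at 37 degrees C in 5% CO2, then exposed to library compounds with dopamine controls for 90 minutes at 37 degrees C before luminescent detection.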
# GLP-1R agonist: GLP-1 receptor (human) agonism; P43220; HEK293 GLP-1R CRE-luciferase, luminescence, 4-6 h; cells express a hypersensitive GLP-1R form; Potency, µM (highest dose often 45.6 µM), inactives show at the highest dose activation, usual class: activators; 380,000 compounds, 0.007% hits; also: potency is read from the fitted curve at half-maximal effect; % of control where 0% means no effect
# Target sequence (P43220 whole entry, looked up): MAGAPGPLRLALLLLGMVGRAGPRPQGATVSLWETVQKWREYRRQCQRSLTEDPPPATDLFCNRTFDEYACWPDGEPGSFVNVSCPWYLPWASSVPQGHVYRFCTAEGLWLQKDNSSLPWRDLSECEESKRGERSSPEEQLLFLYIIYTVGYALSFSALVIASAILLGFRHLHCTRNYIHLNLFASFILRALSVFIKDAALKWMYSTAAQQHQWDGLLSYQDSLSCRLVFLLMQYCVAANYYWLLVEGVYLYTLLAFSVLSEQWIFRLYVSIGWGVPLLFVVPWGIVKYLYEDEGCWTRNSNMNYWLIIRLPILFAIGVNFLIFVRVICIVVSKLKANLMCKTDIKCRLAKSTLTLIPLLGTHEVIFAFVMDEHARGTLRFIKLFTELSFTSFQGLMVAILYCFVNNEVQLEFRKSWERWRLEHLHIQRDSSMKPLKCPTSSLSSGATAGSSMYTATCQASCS
# SW480 rereplic: DNA re-replication induction in SW480 cells. SW480 DNA re-replication, Hoechst DNA content imaging, 48 h. Potency, µM (doses to about 46.1 µM), inactives show top-dose re-replication activation, hits mostly activators. 340,000 compounds, 1.8% hits; also: potency is read from the fitted curve at half-maximal effect; % of control where 0% means no effect; nearly all actives have a fitted effect of over 55% in size
#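 Treated cells incubate 48 hr (37 C, 5% CO2), are stained 40 min with Hoechst, and nuclear fluorescence is enumerated; a rise in nuclei with high DNA signal marks re-replication.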
# KB-V1 MDR tox: kills drug-selected multidrug resistant KB-V1 cells. KB-V1 MDR cells viability, CellTiter-Glo, 72 h. Potency, µM (top dose mostly 46.1 µM), without a hit: at the top dose activity change, negative = cytotoxicity, most hits filed as cytotoxic. 400,000 compounds, 3.4% hits. AID 1347076; also: potency is read from the fitted curve at half-maximal effect; % is scaled to controls: 0 for no effect and ±100 for the full control effect; nearly all actives have a fitted effect of over 60% in size
#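 Following 72 h at 37 degrees C with compound, KB-V1 cell viability was read by CellTiter-Glo luminescence, medium being phenol-red-free DMEM plus 10% FBS; concentration-response parameters came from normalized, curve-fitted qHTS data.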
# IL-1B inflam inh: inhibitors of inflammasome signaling (IL-1 beta secretion) | THP-1 LPS/ATP IL-1B secretion, AlphaLISA, 16 h; hits give low values | activity change, % at 57.5 µM | 360,000 compounds, 4.7% hits; in the data active = activity change below about -50%; inconclusive = mostly about -30% to -49%; also: % is scaled to controls: 0 for no effect and ±100 for the full control effect
#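 THP-1 cells pretreated 1 hr with compounds (up to 57.5 uM final), then stimulated with LPS (250 ng/mL final) plus ATP (1.25 mM final); secreted IL-1B measured by AlphaLISA after 16 hr, decreased signal indicating inhibition.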
# HT1080 IDH1KD tx: kills HT-1080 cells with IDH1 knockdown; HT-1080 IDH1 knockdown viability, ATP luminescence, 48 h; Potency, µM (series often up to 46.1 µM), for inactives: at the top dose activity, negative = toxicity, actives largely listed as cytotoxic; 360,000 compounds, 2% hits; AID 686971;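 also: potency is read from the fitted curve at half-maximal effect; 0% = DMSO wells and -100% = cell-free medium wells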
#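 Luminescent ATP read-out (CellTiter-Glo, 10 min at room temperature) after 48 h compound exposure at 37 °C gave viability of IDH1-knockdown HT-1080 cells. Activity was normalised to DMSO and cell-free wells, then fitted as concentration-response curves.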
# DRD3 agonist: agonists of human D3 dopamine receptor; P35462; D3R DiscoveRx beta-arrestin cells, luminescence, 90 min; 410,000 compounds, 0.58% hits; max activation, %; AID 652048; in the data active = max activation above about 30%; also: 0% is about no effect; mostly tested at two doses, the higher about 12 µM
#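 Cells at 1500/well, incubated overnight, then treated with pinned compounds (dopamine as control) for 90 min at 37 degrees C. DiscoveRx reagent added for 30 - 60 minutes at room temperature; luminescence read.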
# HT1080-NT tox: kills 2HG-producing HT-1080-NT fibrosarcoma cells; Potency, µM (top dose mostly 46.1 µM), without a hit: at the highest dose activity, negative = less viability, usual class: cytotoxic; 360,000 compounds, 1.6% hits; HT-1080-NT fibrosarcoma viability, CellTiter-Glo ATP luminescence, 48 h; AID 686970;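 also: NT is the 2HG producing partner of a matched IDH1 knockdown line; potency is read from the fitted curve at half-maximal effect; 0% = DMSO-treated cells and -100% = media-only wells without cells; nearly all actives have a fitted effect of over 55% in size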
#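 Read-out is CellTiter-Glo luminescence after 10 minutes at room temperature, following 48 hours' compound treatment of HT-1080-NT cells (750 cells/well, RPMI, 5% FBS, 37 degrees C).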
# KB-3-1 tox: KB-3-1 parental cell cytotoxicity | KB-3-1 viability, CellTiter-Glo ATP luminescence, 72 h | Potency, µM (titrated, usually from 46.1 µM), for the others: at the highest dose activity change, negative = cytotoxic, hits mostly cytotoxic | 400,000 compounds, 1.4% hits; also: potency is read from the fitted curve at half-maximal effect; % is scaled to controls: 0 for no effect and ±100 for the full control effect; nearly all actives have a fitted effect of over 60% in size
#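 72 h, 37 °C compound treatment of KB-3-1 parental cells; CellTiter-Glo added, 10 min, luminescence read. Data corrected against DMSO-only plates and normalized before curve fitting.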
# Active calls of the source: *; i = inactive; ? = inconclusive; / = no result given; [ ] = dose if it differs, or a comment. Unless noted, calls follow the shape of the dose curve; as a rule, active = well fitted curve in the direction sought with a large enough effect; inconclusive = small, poorly fitted or top-dose-only effect, or another doubt; inactive = no such curve, though single readings can be large; an effect the other way counts as inactive or inconclusive. This is a random part of the collection, and some 12% of all compounds hit somewhere here.
# Second line of a record: D3 antag	GLP-1R agonist	SW480 rereplic	KB-V1 MDR tox	IL-1B inflam inh	HT1080 IDH1KD tx	DRD3 agonist	HT1080-NT tox	KB-3-1 tox
CCn1c(C2CC(=O)N(Cc3ccccc3)C2)nc2ccccc21 (stereo not given)
 : 8	-4%	-8%	0%	-11	11%	0	8%	-1%
Cc1cc(C)c2c(-n3cccc3)c(NC(=O)OC(C)C)sc2n1
 : 4	14%	6%	?	-4	-7%	21	-1%	5%
S=C(Nc1cccc2ccccc12)Nc1cccc2ccccc12
 : ?	10%	14%	1%	16	-16%	-22	-17%	-3%
FC(F)(F)c1ccccc1Cc1c(-c2cccc(Br)c2)nc2ccc(Cl)cn12
 : -17	1%	/	7%	7	18%	-4	21%	0%
CC(C)c1ccc(CNc2ccc([N+](=O)[O-])cn2)cc1
 : ?	11%	-10%	?	?	?	-12	?	0%
COC(=O)CSc1[nH]c2ccc(F)cc2c1[N+](=O)[O-]
 : -25	-1%	-6%	9%	0	-2%	-15	0%	26%
COc1ccc(C(=O)C2CCCN(Cc3ccc4nonc4c3)C2)c(C)c1 (stereo not given)
 : ?	-2%	2%	3%	-3	-4%	-15	-11%	-12%
O=C(CN1CCOCC1)Nc1cc(Cl)ccc1Cl
 : -20	-6%	-2%	3%	-10	0%	-2	9%	15%
CCC(=O)c1ccc(OCC(=O)OCC(=O)N(C)CC(=O)Nc2ccc(F)cc2)cc1
 : 11	-3%	-6%	4%	19	5%	5	-9%	-11%
c1ccc2c(c1)NC1(CCCCC1)n1c-2nc2ccccc21
 : 21	-2%	-1%	?	0	?	-14	-21%	9%
COc1ccc(/C=C(/C(=O)c2ccc(Cl)cc2Cl)n2cncn2)cc1
 : -22	-9%	3%	0%	-16	-2%	-2	-3%	-15%
CC(=O)Nc1ccc(NC(=O)C(C)Oc2ccc(Cl)cc2Cl)cc1 (stereo not given)
 : 2	-1%	?	2%	-1	-3%	2	-4%	0%
CCc1cc2cccc(C)c2nc1SCC(=O)c1ccc(NC(C)=O)cc1
 : 43	6%	0%	-9%	-5	13%	81*	0%	11%
COc1ccc(-c2nn(-c3ccccc3)cc2/C=N/NS(=O)(=O)c2ccccc2)cc1
 : -12	7%	-2%	?	?	9%	3	1%	?
Cc1c(C(=O)NCc2cccnc2)sc2nc(-c3ccc(F)cc3)cn12
 : 2	17%	3%	-19%	-3	0%	-7	-1%	0%
Cc1cccc2cc(C#N)c(SCC#N)nc12
 : -3	1%	?	?	-5	16%	-1	19%	1%
CCCCCOc1ccc(C(=O)C(c2ccccc2)N2CCOCC2)cc1 (stereo not given)
 : ?	1%	?	?	?	-24%	0	-11%	0%
COc1ccc2c(c1)O[C@@H](c1cccc(C(F)(F)F)c1)[C@H](OC(=O)Nc1ccc(OC(F)F)cc1)C2=O
 : -26	-5%	20%	?	-21	-5%	-5	0%	?
Cc1ccnc(NC(=O)CCN2C(=O)c3ccccc3S2(=O)=O)n1
 : 27	-1%	-3%	-3%	4	-1%	-12	2%	-6%
C=CCNc1nnc(SCC(=O)N2CCC(C(N)=O)CC2)s1
 : -3	-24%	-2%	11%	2	2%	11	-1%	-2%
O=C1CCC(C2CCc3cc(O)ccc3C2)C1 (stereo not given)
 : -13	14%	-4%	0%	5	7%	1	14%	0%
Cc1ccc(-c2csc(N3CCN(c4cc5c(cc4Cl)nc(-c4ccncc4)n5CCN4CCCCC4)CC3)n2)cc1
 : 0	11%	?	-29%	-59*	-14%	-18	?	0%
COC(=O)c1cccc(NC(=O)Cc2ccc(OC)cc2)c1C
 : -13	1%	-2%	0%	8	9%	3	8%	13%
Cc1ccc(NC(=O)CN(C)C(=O)c2cc(S(=O)(=O)N(C)C)ccc2N2CCCC2)cc1
 : -11	-7%	0%	6%	-10	-4%	-3	1%	0%
CN(C)CCCNc1cn[nH]c(=O)c1Cl
 : 16	-12%	-1%	1%	-2	7%	-3	12%	1%
CSc1sccc1/C=N/NC(=O)c1ccncc1
 : 11	12%	-41%[inhibitor]	-17%	19	1%	1	-1%	-2%
CC(C)CN(C(=O)COC(=O)c1cnc(Cl)c(Cl)c1)c1c(N)n(Cc2ccccc2)c(=O)[nH]c1=O
 : -11	-3%	10%	?	-96*	-6%	-18	-2%	-3%
CCOc1ccc(NC(=O)[C@@H](c2ccccc2)N2Cc3ccccc3C2=O)cc1
 : /	-4%	/	1%	/	/	7	/	-16%
CCc1ccc(N(C(=O)c2csnn2)C(C(=O)NC(C)(C)C)c2cccnc2)cc1 (stereo not given)
 : 6	-2%	-1%	-29%	-10	5%	15	-5%	-3%
CCCOc1ccc(C(=O)Nc2ccc(S(=O)(=O)Nc3cc(C)nc(C)n3)cc2)cc1
 : -19	-2%	-18%	-25%	45	-3%	-14	0%	-17%
CCCCCCCCN1C(=O)[C@H](CC(=O)N2CCN(C(=O)C3CC3)CC2)C[C@@]2(C(=O)OC)CCCCC=C12
 : 0	0%	/	?	-51*	?	7	?	-1%
CC(C)C(=O)Nc1cccc(C(=O)Nc2cc([N+](=O)[O-])ccc2Cl)c1
 : 1	-6%	4%	-17%	-3	-5%	-1	13%	-8%
Cc1cccc(CN2CCN(C3CN(C4CCCC4)S(=O)(=O)C3)CC2)c1 (stereo not given)
 : ?	-3%	/	-3%	-22	-3%	-11	0%	-2%
Cc1onc(-c2ccccc2)c1C(=O)NCCCc1ccccc1
 : 9	8%	0%	0%	7	7%	1	-7%	24%
COc1ccc(-c2csc3nc(-c4cccnc4)nc(N4CCC(C(N)=O)CC4)c23)cc1OC
 : 20	27%	16%	-27%	-15	?	0	?	?
CN1CCN(c2ccc(Cl)cc2NC(=O)/C=C/c2cccc(F)c2)CC1
 : 0	14%	?	-51%	-66*	21µM*	-5	12µM*	?
COc1ccc(C(=O)COC(=O)CNC(=O)c2cccs2)cc1Br
 : 2	8%	0%	-11%	8	6%	-3	13%	14%
O=c1c2c3c(sc2ncn1/N=C/c1ccncc1)CCCC3
 : 2	6%	-10%	-17%	-24	-18%	4	-21%	25%
O=C(Nc1ccccc1)c1oc2ccccc2c1NC(=O)C1CC1
 : 6	-12%	1%	?	-1	1%	2	8%	1%
CCN(Cc1ccccc1)S(=O)(=O)c1nc2nc(C)c(C)c(C)n2n1
 : ?	-10%	-17%	18µM*	-4	1%	-8	0%	1%
COCCC(=O)N1CCC(Oc2ccc(C(=O)N3CCCCC3CCO)cc2)CC1 (stereo not given)
 : 20	7%	-7%	0%	i	2%	5	7%	-1%
CCC(=O)Nc1ccc(/C(C)=N/NC(=O)c2c(-c3ccccc3Cl)noc2C)cc1
 : 0	-1%	-5%	0%	36	7%	-1	2%	-2%
CN(C(=S)NC(=O)c1ccccc1)C1CCCCC1
 : -7	-4%	14%	-9%	-18	-4%	-5	-1%	-1%
COc1ccc(CCc2nc(-c3cccs3)no2)cc1
 : -16	-4%	-5%	-15%	20	1%	-5	-5%	0%
CCCS(=O)(=O)Nc1ccc(N2CCCCC2)c(S(=O)(=O)Nc2ccccc2OC)c1
 : -8	-1%	?	-15%	-6	1%	4	-3%	-26%
OC1CCCN(c2c3c(nc4cc(-c5cccc(F)c5)nn24)CCCC3)C1 (stereo not given)
 : 19	?	8%	7%	-5	-21%	3	-11%	12%
CCOc1ccc2ncc3c(-c4cccc(OC)c4)nn(-c4ccccc4)c3c2c1
 : /	0%	/	-6%	/	/	4	/	-5%
CN(C)CCOC1(Cc2ccc(F)cc2)CCC(C(C)(C)C)CC1 (stereo not given)
 : -13	-13%	12%	16µM*	-104*	-11%	-17	-20%	3%
COc1cccc(Cn2c(-c3nonc3N)nc3ccccc32)c1
 : -5	-15%	4.6µM*	12µM*	50	2.1µM*	-4	2.6µM*	2.9µM*
CCCCn1c(N)c(N(CCOC)C(=O)CCc2ccc(OC)cc2)c(=O)[nH]c1=O
 : -17	-1%	-2%	23%	0	3%	3	8%	9%
COC(=O)c1ccc(NC(=O)c2ccccc2CC[N+](=O)[O-])cc1
 : 1	10%	1%	16%	17	-6%	-1	2%	1%
Cc1ccc2c(c1)cc(CN(Cc1ccco1)C(=O)COc1ccccc1)c1nnnn12
 : 17	0%	8%	?	?	-10%	6	-14%	?
O=C(Nc1nnc(SCC(=O)N2CCCCC2)s1)c1ccccc1F
 : -3	1%	?	1%	?	1%	-6	-5%	3%
Cc1cc(C)nc(NS(=O)(=O)c2ccc(NS(=O)(=O)c3ccc(F)c(F)c3)cc2)n1
 : 4	-3%	/	1%	15	-2%	4	5%	-2%
CC(C)(C)c1nnc(NC(=O)c2ccc3c(c2)OCO3)s1
 : -9	7%	-7%	-27%	-19	6%	20	17%	-5%
O=C(Nc1ccc(F)cc1F)Nc1ccccc1C(=O)NCCN1CCNC1=O
 : 14	-1%	0%	19%	-22	-1%	-3	1%	0%
COCCN(Cc1ccco1)C(=O)C1CCCN(c2ncnc3c2nc2n3CCCCC2)C1 (stereo not given)
 : 14	-1%	-5%	?	41	-11%	-6	-2%	-22%
CCc1cccc(NC(=O)C2CCN(S(=O)(=O)c3ccc4[nH]c(=O)ccc4c3)CC2)c1
 : 0	0%	-13%	4%	18	0%	-6	8%	0%
CCOC(=O)CSc1nc2c(cnn2-c2ccc(C)cc2)c(=O)[nH]1
 : 21	-5%	-2%	0%	74	0%	1	3%	-3%
COCCNC(=O)CN(c1cc(Cl)ccc1OC)S(C)(=O)=O
 : ?	-7%	?	2%	8	19%	6	13%	-10%
